Source: PubChem BioAssay (National Center for Advancing Translational Sciences (NCATS))
GLP1R inv ag – inverse agonists of human GLP-1 receptor; Potency, µM (titrated, usually from 38.3 µM), for the others: at the top dose activity change, negative = inhibition, most hits filed as inhibitors; P43220; HEK293 GLP-1R CRE-luciferase, luminescence, 24 h; GLP-1R form is constitutively active; actives 1.6% (n = 410,000); note: potency is the fitted concentration of half-maximal effect; % is set by controls: 0 for no effect and ±100 for the full control effect; nearly all actives have a fitted effect of over 55% in size
Target sequence (P43220 whole entry, looked up): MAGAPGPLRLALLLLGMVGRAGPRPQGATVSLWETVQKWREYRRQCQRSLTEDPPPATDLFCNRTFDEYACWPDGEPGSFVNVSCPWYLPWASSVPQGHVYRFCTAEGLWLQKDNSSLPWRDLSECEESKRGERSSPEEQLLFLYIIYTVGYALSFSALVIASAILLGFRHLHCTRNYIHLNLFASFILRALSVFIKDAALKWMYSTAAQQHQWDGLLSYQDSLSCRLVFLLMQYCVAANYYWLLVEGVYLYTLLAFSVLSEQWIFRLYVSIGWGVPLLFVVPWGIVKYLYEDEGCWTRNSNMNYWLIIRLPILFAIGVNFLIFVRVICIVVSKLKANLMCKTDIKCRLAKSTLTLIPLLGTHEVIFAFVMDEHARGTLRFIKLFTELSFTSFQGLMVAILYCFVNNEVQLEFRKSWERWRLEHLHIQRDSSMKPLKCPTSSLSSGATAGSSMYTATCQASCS
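GLP-1R inverse agonism mode: basal reporter luminescence in engineered HEK293 cells measured after one day of compound exposure at 37 deg C, with a 12 min room-temperature detection step.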
Abeta yeast res – restores growth of yeast expressing A-beta42 peptide; yeast expressing A-beta42, growth rescue, OD600, 48 h; response scale: 0% DMSO, 100% iron-clioquinol control; Potency, µM (doses to about 46.1 µM), without a hit: at the highest dose growth rescue, actives largely listed as activators; actives 0.063% (n = 410,000); note: potency is the fitted concentration of half-maximal effect; nearly all actives have a fitted effect of over 55% in size
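Yeast A-beta toxicity model in growth medium with pinned compounds, 48 h at 30 C; growth read as absorbance at 600 nm. Normalized to FeCl3/clioquinol equimolar mix (positive) and DMSO (negative).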
FUS yeast rescue – rescues growth of FUS-expressing yeast; S. cerevisiae FUS-expressing, growth rescue, OD600, 24 h; Potency, µM (doses to about 76.6 µM), for the others: top-dose growth rescue (activation), actives largely listed as activators; actives 0.24% (n = 390,000); AID 1347120;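 note: potency is the fitted concentration of half-maximal effect; plate controls were DMSO vehicle for no effect and reference control for full effect; nearly all actives have a fitted effect of over 55% in size; some results filed as inactive show a strong effect at the top dose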
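Cultures pregrown in 2.5% raffinose medium are shifted to minimal medium containing 2% galactose to express toxic FUS. Compounds are tested at several concentrations. After 24hr at 30C, growth is quantified at 600 nm absorbance.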
D3 antag – blocks the human D3 dopamine receptor; actives 2.5% (n = 360,000); D3R cells, DiscoveRx beta-arrestin luminescence, antagonist mode; stronger effect = lower value; max response, negative = inhibition, %; in the data active = max response below about -50%; inconclusive = no clear call, values can overlap the other calls; note: % is set by controls: 0 for no effect and ±100 for the full control effect; mostly tested at two doses, the higher about 12 µM
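Cells expressing the human receptor were seeded at 1500 cells/well, incubated overnight at 37 degrees C in 5% CO2, then exposed to library compounds with dopamine controls for 90 minutes at 37 degrees C before luminescent detection.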
aSyn yeast inh – alpha-synuclein toxicity inhibition in yeast | Yeast expressing alpha-synuclein, growth rescue, BacTiter-Glo, 24 h | Potency, µM (top dose mostly 46.1 µM), for the others: at the top dose growth rescue (activation), most hits filed as activators | actives 0.14% (n = 370,000); note: potency is the fitted concentration of half-maximal effect; % of control where 0% means no effect; nearly all actives have a fitted effect of over 65% in size
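Galactose-induced alpha-syn yeast (OD600=0.02, raffinose-pregrown) + pinned cpd, 24 hr, 30 deg C; growth by BacTiter-Glo luminescence. Growth restoration scores as activation.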
Akt phos inh – Akt phosphorylation inhibition; Neuro2A IGF-stimulated pAkt S473 HTRF, 20 min; stronger effect = lower value; activity change, % for hits at 50 µM; actives 0.32% (n = 360,000); AID 651550; in the data active = activity change below about -80%; inconclusive = mostly about -51% to -80%; note: % is set by controls: 0 for no effect and ±100 for the full control effect
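Single-point screen (50 µM final compound) in Neuro2A cells stimulated 20 min with 6 nM IGF at 37 deg C. After lysis, Ser473-phosphorylated Akt read by HTRF (ex 330 nm, em 615/665 nm) as the 665/615 ratio.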
GLP-1R agonist – agonists of human GLP-1 receptor; HEK293 GLP-1R CRE-luciferase, luminescence, 4-6 h; cells express a hypersensitive GLP-1R form; P43220; actives 0.007% (n = 380,000); Potency, µM (titrated, usually from 45.6 µM), for inactives: at the top dose activation, most hits filed as activators; note: potency is the fitted concentration of half-maximal effect; % of control where 0% means no effect
PTHR1 agonist – PTHR1 (human) receptor agonism; actives 0.075% (n = 410,000); Potency, µM (titrated, usually from 115 µM), for inactives: top-dose activation, hits mostly activators; Q03431; HEK293 GP2 PTHR1 cells, GloSensor cAMP luminescence, 1 h; note: potency is the fitted concentration of half-maximal effect; nearly all actives have a fitted effect of over 55% in size; some results filed as inactive show a strong effect at the top dose; inactives centre near -15; many of its hits are not listed in these tables
Target sequence (Q03431 whole entry, looked up): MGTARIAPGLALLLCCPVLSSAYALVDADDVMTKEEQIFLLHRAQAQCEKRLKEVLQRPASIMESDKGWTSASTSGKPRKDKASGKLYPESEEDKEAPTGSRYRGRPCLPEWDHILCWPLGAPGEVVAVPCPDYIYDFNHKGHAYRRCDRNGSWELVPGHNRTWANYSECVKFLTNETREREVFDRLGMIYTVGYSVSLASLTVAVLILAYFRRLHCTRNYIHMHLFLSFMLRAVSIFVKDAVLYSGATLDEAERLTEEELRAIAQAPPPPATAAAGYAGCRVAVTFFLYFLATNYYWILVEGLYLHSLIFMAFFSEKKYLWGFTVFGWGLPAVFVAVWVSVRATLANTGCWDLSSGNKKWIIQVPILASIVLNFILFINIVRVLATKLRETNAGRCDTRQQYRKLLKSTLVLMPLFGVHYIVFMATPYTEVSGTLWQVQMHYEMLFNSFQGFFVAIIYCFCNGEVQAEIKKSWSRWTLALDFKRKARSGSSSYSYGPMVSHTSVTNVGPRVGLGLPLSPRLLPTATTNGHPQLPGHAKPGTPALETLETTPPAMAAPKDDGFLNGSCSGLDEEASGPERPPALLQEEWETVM
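HEK-293-derived GP2 cells expressing PTHR1 and a GloSensor cAMP reporter, 3,000/well, plated overnight, given luciferin plus IBMX (each 0.5 mM as added) for 1 h at 37 °C, then compound for 1 h at 37 °C. Luminescence was read after 15 min at room temperature.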
TDP43 rescue – inhibitors of TDP-43 toxicity in yeast. AID 652104. Potency, µM (highest dose often 46.1 µM), for inactives: at the highest dose growth rescue (activation), most hits filed as activators. actives 1.8% (n = 410,000). TDP-43 expressing yeast growth rescue, BacTiter-Glo, 24 h; note: potency is the fitted concentration of half-maximal effect; % of control where 0% means no effect; nearly all actives have a fitted effect of over 50% in size
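Growth rescue of TDP-43-toxic yeast measured as ATP luminescence (BacTiter-Glo). Cells grown to mid-log in raffinose, induced in galactose at OD600=0.02, exposed to compound 24 hr at 30 deg C.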
* marks the source's active call; other numbers are inactive results; i = inactive; ? = inconclusive; . = no result given; [ ] = dose if it differs, or a comment. Unless noted, calls come from the whole dose curve; as a rule, active = well fitted curve in the direction sought with a large enough effect; inconclusive = small, poorly fitted or top-dose-only effect, or another doubt; inactive = no such curve, though single readings can be large; an effect the other way counts as inactive or inconclusive. Not all compounds are listed (hit frequency here may not be typical).

1. CCOC(=O)c1c(NC(=O)c2ccccc2C(=O)O)sc2c1CCC2
2. CCCn1c(=NC(=O)CS(=O)(=O)c2ccccc2)sc2cc(S(C)(=O)=O)ccc21
3. CN1CCN(c2nc(-c3ccccc3)ncc2S(C)(=O)=O)CC1
4. CC(=O)Nc1ccc(Nc2cc(-c3ccccc3)nc3ncnn23)cc1
5. CCOc1ccc(S(=O)(=O)NCCC(=O)N(C)Cc2ccc(C)o2)cc1
6. Cc1ccc(NC(=O)CSc2nnc(CNC(=O)c3ccco3)o2)cc1Cl
assay / entry	1	2	3	4	5	6
GLP1R inv ag	?	52%[activator]	3%	44%[activator]	-9%	2%
Abeta yeast res	-18%	8%	-13%	1%	1%	2%
FUS yeast rescue	-2%	-22%	36%	7%	12%	15%
D3 antag	-11	9	0	5	9	0
aSyn yeast inh	-2%	0%	-1%	-3%	2%	3%
Akt phos inh	i	i	i	i	i	i
GLP-1R agonist	-7%	15%	11%	4%	-3%	2%
PTHR1 agonist	i	i	-20%	i	i	-44%[inhibitor]
TDP43 rescue	-19%	-3%	-18%	-1%	?	10%

7. N#CCCn1cc(/C=N/O)c(-c2ccc(Cl)cc2)n1
8. Cc1ccc(-n2ncc3c2CCCC3NC(=O)CCC2=NNC(=O)CC2)cc1C (stereo unspecified)
9. OC(CNC1CCCc2ccccc21)COc1ccc2ccccc2c1 (stereo unspecified)
10. O=C(NCCc1ccccc1)c1ccc(CS(=O)(=O)Cc2ccccc2Cl)o1
11. CN(C)CC(C)(C)CNC(=S)Nc1ccc(S(=O)(=O)N2CCOCC2)cc1
12. CCCc1nc2ccc(NC(C)=O)cc2c(=O)n1Cc1cccc(Cl)c1
assay / entry	7	8	9	10	11	12
GLP1R inv ag	-3%	-19%	?	-25%	-23%	-30%
Abeta yeast res	1%	-1%	-7%	13%	1%	-8%
FUS yeast rescue	17%	2%	2%	19%	.	25%
D3 antag	-10	16	-4	.	-20	-20
aSyn yeast inh	3%	6%	-10%	.	-20%	9%
Akt phos inh	i	i	i	.	i	i
GLP-1R agonist	4%	2%	9%	.	0%	0%
PTHR1 agonist	-21%[57.5 µM]	-23%	i	-95%[inhibitor]	-15%	-86%[inhibitor]
TDP43 rescue	-24%	22%	0%	15%	-2%	-11%

Structural class: the entries above containing two or more sulfur atoms
2. CCCn1c(=NC(=O)CS(=O)(=O)c2ccccc2)sc2cc(S(C)(=O)=O)ccc21
11. CN(C)CC(C)(C)CNC(=S)Nc1ccc(S(=O)(=O)N2CCOCC2)cc1
assay / entry	2	11
GLP1R inv ag	52%[activator]	-23%
Abeta yeast res	8%	1%
FUS yeast rescue	-22%	.
D3 antag	9	-20
aSyn yeast inh	0%	-20%
Akt phos inh	i	i
GLP-1R agonist	15%	0%
PTHR1 agonist	i	-15%
TDP43 rescue	-3%	-2%

(cont.)
13. Cc1cc(C)cc(N(CC(=O)O)S(=O)(=O)c2c(C)noc2C)c1
14. COc1nc(N)nc(NC23CC4CC(CC(C4)C2)C3)n1
15. CC(C)C(=O)NCCc1c[nH]c2ccccc12
16. O=C(Cn1c(C(=O)NCCCN2CCOCC2)cc2sccc21)c1ccccc1
17. Cc1cc(C(=O)N(C)CC(=O)Nc2ccccc2C(F)(F)F)c(C)o1
18. CCOc1ccc(-c2nnc3sc(-c4ccccc4OC)nn23)cc1
assay / entry	13	14	15	16	17	18
GLP1R inv ag	7%	3%	29%	-1%	0%	0%
Abeta yeast res	-11%	13%	?	13%	-7%	-4%
FUS yeast rescue	-8%	-21%	.	?	29%	8%
D3 antag	-18	19	-16	?	13	4
aSyn yeast inh	-1%	0%	-8%	-18%	-9%	0%
Akt phos inh	i	i	i	i	i	i
GLP-1R agonist	-1%	34%	0%	6%	-12%	-10%
PTHR1 agonist	-20%[57.5 µM]	-21%[57.5 µM]	-16%	-1%	-8%[57.5 µM]	i
TDP43 rescue	-3%	?	-12%	-8%	7%	-13%

19. CCCCC(=O)Nc1cccc(NC(=O)c2ccc(Br)o2)c1
20. CC(=O)Nc1cccc(/C(C)=N/NC(=O)c2cccs2)c1
21. CCCCCC/C(=N\NS(C)(=O)=O)c1ccccc1
22. COc1ccccc1N(CC(=O)Nc1c(C)n(C)n(-c2ccccc2)c1=O)S(=O)(=O)c1ccc(C)cc1
23. N#Cc1ccc(C(=O)NC2CCCCCCC2)cc1
24. Cc1ccc(C)c(S(=O)(=O)N2CCCOC2CNC(=O)C(=O)NC2CC2)c1 (stereo unspecified)
assay / entry	19	20	21	22	23	24
GLP1R inv ag	0%	50%[activator]	?	-7%	19%	13%
Abeta yeast res	5%	-5%	11%	3%	-21%	7%
FUS yeast rescue	19%	5%	-3%	0%	-8%	6%
D3 antag	8	5	-10	-3	-13	15
aSyn yeast inh	0%	6%	3%	0%	-5%	3%
Akt phos inh	.	i	i	i	i	i
GLP-1R agonist	1%	18%	2%	-2%	8%	1%
PTHR1 agonist	-7%[57.5 µM]	i	-18%	7%	-30%[inhibitor]	-2%
TDP43 rescue	-4%	-2%	21%	9%	-16%	-13%

25. Cc1cc(NC(=O)CSc2ccc3nnc(-c4cccnc4)n3n2)no1
26. NS(=O)(=O)c1ccc(CCNC(=O)C2CCCN2C(=O)OCc2ccccc2)cc1 (stereo unspecified)
27. O=C(Cc1ccccc1C(=O)O)Nc1cccc2ccccc12
28. COc1ccc(C2=Nc3ccccc3N(C(=O)c3ccncc3)C2C(=O)NC(C)(C)C)cc1 (stereo unspecified)
29. C=CCNc1nc(C(=O)OC(C)C(=O)c2ccc(C)cc2)cs1 (stereo unspecified)
30. O=C(NNS(=O)(=O)c1ccc(Cl)cc1)c1cc(-c2ccccc2)nc2ccccc12
assay / entry	25	26	27	28	29	30
GLP1R inv ag	3%	?	0%	23%	?	-15%
Abeta yeast res	-6%	8%	5%	-15%	-19%	-4%
FUS yeast rescue	-23%	-25%	19%	15%	8%	-2%
D3 antag	15	-22	11	-22	1	-5
aSyn yeast inh	-1%	2%	-8%	-4%	7%	3%
Akt phos inh	i	i	i	i	i	i
GLP-1R agonist	5%	2%	0%	.	5%	-1%
PTHR1 agonist	-3%	i	-2%	-8%	-35%[inhibitor]	-24%
TDP43 rescue	22%	4%	-7%	-9%	22%	2%

31. Clc1ccc(CN2C3=NCCN3c3ccccc32)cc1Cl
32. CC(C)=CCC/C(C)=C/C(N)=O
33. Cc1onc(-c2ccccc2)c1C(=O)N1CCOC12CCN(c1cccc(F)n1)CC2
34. COc1ccc(N2CCN(CC(O)COc3ccc(C(C)C)c(C)c3)CC2)cc1 (stereo unspecified)
35. CN(CC(=O)Nc1ccc(Cl)cc1F)C1CCS(=O)(=O)C1 (stereo unspecified)
36. COc1ccc(NC(=S)NC(NC(C)=O)C(Cl)(Cl)Cl)c([N+](=O)[O-])c1 (stereo unspecified)
assay / entry	31	32	33	34	35	36
GLP1R inv ag	?	5%	?	13µM*	3%	-20%
Abeta yeast res	11%	9%	13%	-13%	-10%	-5%
FUS yeast rescue	30%	-20%	23%	11%	-7%	-10%
D3 antag	?	7	-22	.	-12	-18
aSyn yeast inh	11%	3%	6%	.	-5%	0%
Akt phos inh	i	i	i	.	i	i
GLP-1R agonist	-2%	14%	10%	.	0%	3%
PTHR1 agonist	20%[57.5 µM]	i	-24%	-21%	-27%	i
TDP43 rescue	-1%	-9%	11%	22%	15%	-7%

37. CN1CCN(C2Cc3ccc(F)cc3Sc3cc(F)c(Cl)cc32)CC1 (stereo unspecified)
38. CN(CCOc1ccc(Cl)cc1)C(=O)C1=CC=CN2CCS(=O)(=O)N=C12
39. O=C(NCCS(=O)(=O)N1CCN(c2ccccc2F)CC1)c1cccc(Br)c1
40. Fc1ccc2nc(Nc3ccccc3)sc2c1
41. COc1ccccc1Nc1nc(N)nc(CSC(=S)N2CCC(C)CC2)n1
42. COc1ccc(C2=NS(=O)(=O)N(C)C(C(=O)Nc3ccc(C)cc3)=C2)cc1
assay / entry	37	38	39	40	41	42
GLP1R inv ag	?	2%	?	-6%[0.307 µM]	0%	?
Abeta yeast res	-4%	-8%	11%	?	14%	2%
FUS yeast rescue	49%	8%	10%	4%	?	-27%
D3 antag	-105*	-20	10	-16	0	?
aSyn yeast inh	-26%	-1%[1.84 µM]	2%	-11%	12%	0%
Akt phos inh	i	i	i	i	i	i
GLP-1R agonist	10%	3%	3%	-3%	13%	9%
PTHR1 agonist	46%	i	-10%	-40%	i	-6%
TDP43 rescue	-26%[1.82 µM]	4%	7%	16µM*	?	11%

43. CN(C)c1ccc(C2Nc3cccc4cccc(c34)N2)cc1
44. COc1cccc(/C=N/Nc2ccc(Cl)nn2)c1OC
45. Cc1c(/C=N\NC(=O)c2ccc(F)cc2)cnn1C
46. O=C(CCc1ccccc1)Nc1cccnc1
47. COc1cc(N(C(=O)Cc2cccs2)C(C(=O)NC2CCCCC2)c2ccc(C)cc2)ccc1-n1cnnn1 (stereo unspecified)
48. C=C(C)CN(CC)CCC(=O)Nc1ccc(OC)cc1OC
49. Cc1sc2ncn(CC(=O)Nc3cccc(C(F)(F)F)c3)c(=O)c2c1S(=O)(=O)N1CCN(C)CC1
50. CC(=O)C1=C(C)Nc2ncnn2C1c1ccccc1F (stereo unspecified)
assay / entry	43	44	45	46	47	48	49	50
GLP1R inv ag	9%	17%	2%	11%	?	-3%	-24%	4%
Abeta yeast res	-21%	-6%	7%	15%	15%	19%	-12%	9%
FUS yeast rescue	-10%	9%	.	-17%	-2%	22%	-34%	-4%
D3 antag	-13	22	-18	6	3	-15	.	56
aSyn yeast inh	-20%	-1%	-1%	1%	-5%	-1%	.	5%
Akt phos inh	i	i	i	i	i	i	.	i
GLP-1R agonist	-4%	4%	24%	11%	-8%	-2%	-1%	14%
PTHR1 agonist	-20%	i	1%	-20%	i	i	-6%	i
TDP43 rescue	3%	15%	1%	9%	-18%	-14%	-3%	-13%
